SIAE primary = human SIAE inhibition, primary screen; 370,000 tested, 0.69% active; inhibition, % at 9.66 µM; SIAE FP-Rh probe binding, fluorescence polarization; Q9HAT2; AID 1053197;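 active = inhibition above a cutoff: mean of compounds within the control limits plus 3 SD of those, cut at about 17% in these data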;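 note: 0% = plate median of compound wells and 100% = probe without SIAE protein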
UHRF1 binding = blocks human UHRF1 binding to methylated DNA; UHRF1 binding to methylated oligo, TR-FRET; inhibition, % at 4.4 µM; 370,000 tested, 0.75% active; AID 687016; in the data active = inhibition above about 21%;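 note: UHRF1 SRA domain binding a hemimethylated CpG hairpin DNA probe; 0% = median of test compound wells and 100% = reference inhibitor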
TDP2 absorb = blocks human TDP2 phosphodiesterase activity | recombinant TDP2, T5PNP hydrolysis, p-nitrophenol absorbance 415 nm | inhibition, % at 12.8 µM | 370,000 tested, 0.34% active | AID 720702;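 active = inhibition above the mean of all tested compounds plus 3 SD, set per campaign, cut at about 25% in these data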;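 note: 0% = DMSO with enzyme and 100% = buffer with substrate but no TDP2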
Target sequence (O95551 whole entry, looked up): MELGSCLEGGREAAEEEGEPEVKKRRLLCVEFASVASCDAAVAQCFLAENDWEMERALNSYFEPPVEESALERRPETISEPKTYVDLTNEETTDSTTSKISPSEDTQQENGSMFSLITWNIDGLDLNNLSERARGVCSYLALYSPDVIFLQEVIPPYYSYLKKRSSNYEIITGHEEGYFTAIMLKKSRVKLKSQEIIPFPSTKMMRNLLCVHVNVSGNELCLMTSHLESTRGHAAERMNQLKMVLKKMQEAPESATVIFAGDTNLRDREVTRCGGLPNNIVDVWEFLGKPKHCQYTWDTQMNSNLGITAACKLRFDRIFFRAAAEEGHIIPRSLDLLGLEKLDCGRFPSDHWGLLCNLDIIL
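Assay system: recombinant human TDP2 / Reagent: T5PNP substrate at 5 mM, a TopII-DNA adduct mimic / Measured by: epi absorbance from released p-nitrophenol / Evaluation: % inhibition relative to enzyme-containing and enzyme-free wells / Control set: enzyme-free and DMSO wells / Replicates: each compound tested once, singlicate / Schedule: enzyme reaction with compound for 2 h at 37 °C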
HTRA1 inh = blocks human HTRA1 serine peptidase; Q92743; recombinant HTRA1, FP-rhodamine activity-based probe, fluorescence polarization; inhibition, % at 5.96 µM; 340,000 tested, 0.5% active; AID 504803; in the data active = inhibition above about 36%;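 note: 0% = enzyme with DMSO and 100% = wells lacking enzyme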
LEDGF integ inh = blocks HIV-1 LEDGF/p75-dependent DNA integration. inhibition, % at 3.7 µM. TR-FRET IN-LEDGF/p75 DNA integration, Eu/Cy5. 370,000 tested, 0.64% active;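 active = inhibition above the screen-wide mean plus 3 SD, cut at about 13% in these data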;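 note: signal is the Cy5 over europium emission ratio at 671 and 618 nm; 0% = plate median of compound wells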
Tn7 DDE FP = DD(E)-Tn7 binding inhibition, primary FP screen | 370,000 tested, 0.13% active | inhibition, % at 8.3 µM | FP displacement of FITC-Tn7 peptide from fibrin DD(E); 0% = median of compound wells per plate | P02675;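 active = inhibition above the mean of compounds falling within the control limits plus 3 SD of them, cut at about 14% in these data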;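 note: 0% = plate median of compound wells and 100% = 10 µM Aha-Tn7 peptide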
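Assay system: human fibrin DD(E) protein / Input: 2 µM fibrin DD(E) / Benchmarks: high control of 10 µM Aha-Tn7 peptide / Measured by: fluorescence polarization of the labelled Tn7 tracer / Medium: Tris buffer with calcium and detergent, pH 7.8 / Timing: 10 min compound pre-incubation, 3 h probe incubation at room temperature / Repeats: one replicate per compound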
PG9 binder = PG9 antibody binding by small molecule. TR-FRET gp120-PG9 antibody binding. inhibition, % at 6.7 µM. 360,000 tested, 0.43% active. AID 624416; in the data active = inhibition above about 8.5%
PRMT1 FP inh = blocks human protein arginine methyltransferase 1; recombinant PRMT1, activity-based probe fluorescence polarization; 370,000 tested, 1.3% active; Q99873; AID 652257; inhibition, % at 2.79 µM;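 active = inhibition above about 21% made by adding two undisclosed values, limit read from the data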
Target sequence (Q99873 whole entry, looked up): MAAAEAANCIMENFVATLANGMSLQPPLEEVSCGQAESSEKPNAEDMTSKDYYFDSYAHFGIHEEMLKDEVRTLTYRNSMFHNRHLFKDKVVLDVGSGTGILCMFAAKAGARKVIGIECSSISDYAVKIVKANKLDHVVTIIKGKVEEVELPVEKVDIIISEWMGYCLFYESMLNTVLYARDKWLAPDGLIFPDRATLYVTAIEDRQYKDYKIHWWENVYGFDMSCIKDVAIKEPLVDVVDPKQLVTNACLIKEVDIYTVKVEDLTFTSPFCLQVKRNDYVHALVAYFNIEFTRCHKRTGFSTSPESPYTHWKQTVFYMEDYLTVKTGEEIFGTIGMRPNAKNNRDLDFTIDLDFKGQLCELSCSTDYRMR
TCR CD3 inh = human TCR-CD3 binding inhibition | TAMRA-labeled TCR probe fluorescence, biochemical | inhibition, % at 9.4 µM | 360,000 tested, 0.37% active; in the data active = inhibition above about 19%;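 note: recombinant mutant TCR 2C K166C tagged with TAMRA read by polarization; 0% = receptor in buffer alone and 100% = receptor with positive control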
ABHD4 inh = ABHD4 (mouse) inhibition, primary FP screen. Q8VD66. purified mABHD4, FP-Rh probe fluorescence polarization. inhibition, % at 8.92 µM. 370,000 tested, 0.54% active. AID 720543;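 active = inhibition exceeding the mean over every tested compound plus 3 SD, cut at about 30% in these data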;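 note: 0% = plate median of compound wells and 100% = S159A mutant with DMSO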
Target sequence (Q8VD66 whole entry, looked up): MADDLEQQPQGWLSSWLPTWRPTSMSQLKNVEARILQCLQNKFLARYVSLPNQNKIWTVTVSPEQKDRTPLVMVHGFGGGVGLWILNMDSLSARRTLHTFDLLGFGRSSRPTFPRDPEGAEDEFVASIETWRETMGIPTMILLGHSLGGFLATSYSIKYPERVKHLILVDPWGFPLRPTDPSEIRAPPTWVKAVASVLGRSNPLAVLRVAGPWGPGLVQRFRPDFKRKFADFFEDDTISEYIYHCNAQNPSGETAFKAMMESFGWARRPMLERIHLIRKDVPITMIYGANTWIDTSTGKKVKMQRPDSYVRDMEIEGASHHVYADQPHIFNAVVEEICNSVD
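system = mouse ABHD4 enzyme, wild type | medium = HEPES pH 7.0, NaCl, Pluronic buffer | also added = FP-Rh probe | incubation = Enzyme–compound pre-incubation 45 min, then probe 60 min, both 25 °C | technique = fluorescence polarization, excitation 525 nm, emission 598 nm, BODIPY TMR filters | controls = S159A mutant high control, sample median low control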
Starred values were filed as active, the others as inactive; . = not tested or not shown.

SMILES | SIAE primary | UHRF1 binding | TDP2 absorb | HTRA1 inh | LEDGF integ inh | Tn7 DDE FP | PG9 binder | PRMT1 FP inh | TCR CD3 inh | ABHD4 inh
COc1cccc(CN2CC(C(=O)NCc3ccc(C)o3)CCC2=O)c1 (stereo not given) | 3 | 2 | -8 | 5 | -1 | -10 | -1.1 | 4 | -5 | -2
CC(=O)NC(CC(=O)N(C)C1CCCCC1)c1ccccc1 (stereo not given) | 1 | -1 | 11 | -8 | -2 | 3 | -0.5 | -5 | -3 | -1
Nc1nc2ccc(N3CCOCC3)cc2s1 | 2 | -2 | 5 | 3 | 1 | 3 | -4.8 | -2 | 2 | 9
COCc1cc(C)n(CC(=O)Nc2cc(C)cc(C)c2)c(=O)c1C#N | 1 | -3 | 4 | -1 | -2 | -4 | 0.5 | -1 | 5 | -2
CCn1c(SCC(=O)Nc2ccc(OC)c(OC)c2)nc2c(c1=O)SCC2 | 19* | -2 | 3 | 4 | -3 | -5 | 1.6 | 10 | -4 | 6
C=CCO/N=C(/C)c1c(O)c(CC)c(-c2ccccc2)n(-c2ccccc2)c1=O | 2 | 5 | -15 | 4 | 3 | 3 | -1.0 | -3 | -7 | -9
CCOC(=O)c1[nH]c2c(c1-c1ccccc1)C(=O)CC(c1ccc(Cl)cc1)C2 (stereo not given) | 0 | 5 | 7 | -3 | 4 | 5 | 0.8 | 5 | -12 | -8
CC(C)c1ccc(NC(=O)C2C3C=CC4(CN(CCCN5CCOCC5)C(=O)C24)O3)cc1 (stereo not given) | 3 | 13 | 12 | 8 | 1 | 11 | -0.9 | 0 | 7 | -4
Cc1nc(Nc2nc3ccccc3o2)nc(C)c1C(=O)Nc1ccc(F)cc1 | 3 | 1 | -8 | 5 | 0 | 4 | 0.0 | -2 | 5 | -3
O=Cc1ccc(OCc2nnc(-c3ccccc3Br)o2)cc1 | 8 | -1 | -3 | -4 | -2 | 5 | 3.2 | 1 | -8 | 3
CCOC(=O)c1c(CC(C)C)csc1/N=C/C1C(=O)CC(C)(C)CC1=O | 4 | -1 | -2 | -2 | 0 | -7 | 0.0 | 3 | -2 | -23
Brc1ccc(-c2cnc3n2CCCC3)cc1 | -4 | 1 | -5 | -4 | -6 | -2 | -0.5 | 0 | -6 | 5
N#Cc1ccc(Nc2ccccc2)c(N)c1 | -17 | -2 | 11 | -24 | -2 | 11 | -0.9 | 4 | -14 | 1
COc1cc(C(C(=O)NC(C)(C)C)N(C(=O)CNC(=O)c2cccs2)c2cccnc2)cc(OC)c1OC (stereo not given) | -1 | -2 | 18 | 14 | -1 | 4 | -0.8 | -2 | 7 | -6
Cc1ccc(C)c(OCC(=O)N2CCOCC2)c1 | 3 | -2 | 5 | 5 | 4 | 0 | 2.7 | 0 | -3 | 3
CC(C)(C(=O)Nc1nccs1)c1ccccc1 | -4 | 0 | 8 | 8 | 1 | -1 | -1.0 | 0 | 3 | 0
Cc1cccc(NC(=O)Cn2c(O)c(N=NC(=O)c3ccncc3)c3ccccc32)c1 | 3 | 1 | -4 | -3 | -8 | 6 | 1.2 | 3 | 3 | 3
COc1ccc(S(=O)(=O)Nc2cccc(SC)c2)cc1OC | -8 | 4 | -2 | 0 | 1 | 2 | 1.9 | 6 | -6 | -11
Cc1ccc(N2C(=O)C3C4CC(=O)C(c5ccccc54)C3C2=O)cc1 (stereo not given) | -3 | -1 | -6 | 4 | 0 | -3 | -0.3 | -2 | 5 | -1
Nc1nc(CSc2ccccn2)nc(Nc2ccccc2)n1 | -3 | 2 | 5 | -9 | -4 | 5 | 1.1 | 0 | -2 | 2
CSc1nc(-c2ccc(F)cc2)cc(=O)[nH]1 | 3 | -3 | 14 | -3 | 1 | 10 | -0.6 | 1 | 5 | 2
COc1cccc(N(CC(=O)N2CCCCCC2)S(C)(=O)=O)c1 | 4 | 1 | 2 | 3 | 3 | 2 | 0.5 | -1 | 1 | -2
O=C(OCC(=O)c1ccccc1Cl)C1=NN(c2ccccc2)C(=O)CC1 | -1 | 3 | -14 | -6 | 3 | -1 | 0.9 | 9 | -3 | -8
CCC(CO)NCc1ccc(OC2CCCC2)cc1 (stereo not given) | 1 | 0 | -10 | -2 | 0 | -2 | 1.0 | 1 | -3 | 5
CC1CN(c2nc(Nc3ccccc3)nc(N)c2[N+](=O)[O-])CC(C)O1 (stereo not given) | 1 | -2 | 1 | -3 | -3 | 4 | -1.6 | -3 | 5 | -1
(continued)
SMILES | SIAE primary | UHRF1 binding | TDP2 absorb | HTRA1 inh | LEDGF integ inh | Tn7 DDE FP | PG9 binder | PRMT1 FP inh | TCR CD3 inh | ABHD4 inh
CCOc1cc(N2CCOCC2)c(OCC)cc1NC(=O)C1CCCC1 | 0 | -1 | -1 | 0 | 1 | -3 | -2.0 | -2 | -4 | 4
CC(C)C(=O)N1CCN(c2ccccc2NC(=O)c2ccc([N+](=O)[O-])o2)CC1 | 4 | -3 | -4 | 7 | 3 | 2 | 0.8 | -3 | 7 | 11
Cc1nc2scc(-c3ccco3)c2c(=O)n1/N=C/N(C)C | -4 | 3 | 6 | 3 | 7 | 3 | 1.4 | 16 | -3 | 10
Cc1ccc2nc(-c3cccc(NC(=O)c4ccc5c(c4)OCCO5)c3)oc2c1 | -34 | -5 | -10 | -68 | 0 | -7 | -2.0 | -3 | 0 | -9
O=C(NCC1CC1)c1cccc2c1C(=O)c1ccc(N3CCCC3)cc1S2(=O)=O | -21 | -12 | 7 | -22 | 27* | -6 | -5.0 | 12 | 3 | -15
COc1ccc(C(=O)N/C(=C/c2cccc3ccccc23)C(=O)NCCc2c[nH]c3ccccc23)cc1OC | -5 | 6 | 0 | -22 | -2 | 1 | -2.0 | 3 | -5 | -15
O=c1[nH]nc(Cc2ccc3ccccc3n2)c2ccccc12 | 5 | -3 | -9 | -1 | 3 | -6 | -1.4 | -1 | -1 | -1
CCOC(=O)C1=C(C)Nc2ccccc2N=C1N | -6 | 0 | 8 | 2 | 2 | 4 | 1.2 | -1 | 2 | 0
Cc1cc(Cl)ccc1NC(=S)NCc1ccco1 | -2 | -2 | -2 | 2 | 5 | 3 | -2.0 | -5 | -1 | 3
O=C1CC(SC(=NCc2ccc3c(c2)OCO3)Nc2ccccc2)C(=O)N1 (stereo not given) | -1 | -2 | -2 | -3 | 2 | 8 | 1.1 | 3 | -1 | -1
CN(C)/C=C/c1onc(-c2c(F)cccc2Cl)c1C#N | 10 | 3 | 4 | -12 | 0 | 3 | 1.1 | 4 | -6 | -6
CCN(CC(=O)Nc1c(F)cccc1F)C(=O)CCc1nc2ccccc2c(=O)[nH]1 | 2 | 3 | 6 | 1 | 1 | -2 | 0.3 | 1 | 2 | 5
O=C(c1c(O)c2ccccc2oc1=O)C1CCC1 | -2 | 2 | -5 | 7 | 0 | -4 | -1.4 | 2 | -7 | -5
O=C(CCC(=O)NNC(=O)COc1ccc(Br)cc1)NCc1ccccc1 | -9 | 8 | -3 | . | -6 | -1 | -1.6 | 4 | -2 | -13
C[C@H](CO)N1C[C@H](C)[C@H](CN(C)Cc2ccccc2)Oc2c(NC(=O)Nc3ccc(F)cc3)cccc2C1=O | 3 | 0 | -12 | -5 | -1 | 4 | -0.3 | -1 | 7 | 1
CC1(C(=O)NCCc2ccccc2)Cc2c(-c3ccccc3)ccnc2O1 (stereo not given) | 0 | 1 | -9 | . | 6 | -3 | -4.3 | 0 | -8 | 10
CCN(CC)c1cc2nc(C)n(Cc3ccccc3)c(=O)c2cc1NC(=O)C1CC1 | -9 | 4 | -13 | -17 | -5 | -8 | 0.3 | 3 | -4 | -23
CSCC[C@H](NC(=O)N1CCn2c1nc1ccccc12)C(=O)NCc1ccco1 | -3 | -2 | -10 | 1 | 0 | -6 | 0.6 | -4 | 6 | -10
O=C(CSc1ccc(Cl)cc1)NNC(=O)c1ccncc1 | 5 | 0 | -3 | -1 | 0 | -4 | -3.4 | -5 | 5 | 2
O=C(NCc1ccccc1)c1cc(C2CCCN(C(=O)CCCc3ccccc3)C2)on1 (stereo not given) | 1 | 0 | 4 | . | 1 | 6 | -1.5 | -1 | 4 | 1
CCc1nc(SCC(=O)N2CCCC2)c2c(=O)n(C)c(=O)n(C)c2n1 | -4 | 7 | -3 | 7 | -1 | 2 | -1.0 | 0 | 1 | 1
Fc1ccc(Nc2nnns2)cc1 | 1 | -3 | -4 | 5 | 1 | 3 | -2.1 | 0 | 5 | -6
N#Cc1ccc(CN2CCN(C(=O)CNS(=O)(=O)c3ccc4c(c3)OCCCO4)CC2)cc1 | 6 | -1 | 10 | 6 | 3 | -6 | -0.6 | 0 | 4 | -2
Cc1nc2sc(C(c3cccs3)N3CCN(c4ccccc4)CC3)c(O)n2n1 (stereo not given) | 1 | 1 | 1 | 6 | 0 | -1 | 1.2 | 2 | -13 | 5
Cc1ccc(S(=O)(=O)N2CCOCC2)cc1C(=O)OC1CCOC1=O (stereo not given) | 0 | 5 | -8 | 6 | -4 | -4 | 1.1 | 3 | -3 | 3

One compound at a time, as listed above.
Shown for `CCN(CC(=O)Nc1c(F)cccc1F)C(=O)CCc1nc2ccccc2c(=O)[nH]1` → SIAE primary = 2; UHRF1 binding = 3; TDP2 absorb = 6; HTRA1 inh = 1; LEDGF integ inh = 1; Tn7 DDE FP = -2; PG9 binder = 0.3; PRMT1 FP inh = 1; TCR CD3 inh = 2; ABHD4 inh = 5
Shown for `Cc1ccc2nc(-c3cccc(NC(=O)c4ccc5c(c4)OCCO5)c3)oc2c1` → SIAE primary = -34; UHRF1 binding = -5; TDP2 absorb = -10; HTRA1 inh = -68; LEDGF integ inh = 0; Tn7 DDE FP = -7; PG9 binder = -2.0; PRMT1 FP inh = -3; TCR CD3 inh = 0; ABHD4 inh = -9

Next entries.
SMILES | SIAE primary | UHRF1 binding | TDP2 absorb | HTRA1 inh | LEDGF integ inh | Tn7 DDE FP | PG9 binder | PRMT1 FP inh | TCR CD3 inh | ABHD4 inh
CC(=O)Nc1ccc(NC(=O)c2cccc(S(=O)(=O)N(C)C3CCCCC3)c2)cc1 | 4 | 3 | -4 | -8 | 1 | -4 | -2.1 | -5 | 0 | -6
CCNC(=O)COC(=O)/C=C/c1cccs1 | 7 | 0 | -2 | 2 | -2 | -2 | -0.2 | 0 | 3 | 4
COCc1nnc(NC(=O)CC(C)c2ccccc2)s1 (stereo not given) | 6 | 1 | 0 | 7 | 2 | -1 | -0.5 | 1 | 3 | 2
CC1(C)C=Cc2ccc(O)c(C(=O)/C=C/c3ccccc3)c2O1 | 16 | 0 | -3 | . | 7 | 0 | . | -1 | . | 11
CC(C)CC1C(C#N)=C(N)Oc2n[nH]c(-c3ccccc3)c21 (stereo not given) | 4 | -5 | 4 | -2 | -3 | 12 | 2.0 | 2 | 1 | 7
COC(=O)c1[nH]c2cccc(C)c2c1NC(=O)CN1CCCc2ccccc21 | -2 | 2 | -8 | 6 | -5 | 1 | 0.3 | 2 | 4 | 2
O=C(CN1CCN(S(=O)(=O)c2ccccc2)CC1)N1CCCCC1 | 1 | 10 | 1 | 1 | -2 | 0 | -1.4 | 3 | -8 | 5
